proKLK7 act: proKLK7 (human) activation, primary screen. P49862. purified proKLK7, EDANS-DABCYL substrate fluorescence; 100% is mature enzyme control, 0% vehicle. activation, % at 7 µM. 0.9% of 370,000 active;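 active = activation above the mean of all tested compounds plus 3 SD, computed per campaign excluding outliers beyond control limits, cut at about 13% in these data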
rCAG binder: binds r(CAG) RNA repeats. r(CAG) RNA repeat, TO-PRO-1 dye displacement fluorescence. inhibition, % at 3 µM. 1.3% of 370,000 active. AID 651821;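 active = inhibition above the plate cutoff, the mean of all test compounds on that plate plus 3 SD, cut at about 35% in these data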;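 also: 0% = DMSO alone and 100% = 100 µM mitoxantrone as full dye displacement; higher means more dye released from RNA so lower well fluorescence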
ARFGAP1 inhibitor: inhibitors of rat ARFGAP1 | inhibition, % at 16.5 µM | Q62848 | Arfgap1-stimulated ARF1 GTP hydrolysis, GDP FP detection | 0.26% of 360,000 active;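 active = inhibition above a per-plate limit, mean inhibition of low control wells plus 3 SD, cut at about 25% in these data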;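 also: 0% = DMSO wells with enzyme and 100% = wells lacking Arfgap1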
Target sequence (Q62848 1-136 limits assumed): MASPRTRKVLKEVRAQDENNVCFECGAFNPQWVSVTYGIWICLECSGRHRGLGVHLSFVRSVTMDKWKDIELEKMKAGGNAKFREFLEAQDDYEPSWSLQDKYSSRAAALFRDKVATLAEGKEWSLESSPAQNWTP
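system = rat Arfgap1 catalytic domain, aa 1-136 | technique = FP, GDP Alexa 633 tracer displaced from anti-GDP antibody, 620/688 nm | compound = one concentration, 16.5 µM, DMSO 1.26% | medium = HEPES-based buffer, pH 7.5 | timing = compound-enzyme preincubation 20 min, reaction 120 min, detection 60 min, 25 °C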
ASAP1 inh: inhibitors of human ASAP1 ArfGAP activity. inhibition, % at 16.5 µM. 0.19% of 360,000 active. Q9ULH1. ASAP1-stimulated ARF1 GTP hydrolysis, GDP FP detection. AID 624377; in the data active = inhibition above about 25%;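 also: 0% = vehicle with enzyme and substrate and 100% = no enzyme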
Target sequence (Q9ULH1 325-724 limits assumed): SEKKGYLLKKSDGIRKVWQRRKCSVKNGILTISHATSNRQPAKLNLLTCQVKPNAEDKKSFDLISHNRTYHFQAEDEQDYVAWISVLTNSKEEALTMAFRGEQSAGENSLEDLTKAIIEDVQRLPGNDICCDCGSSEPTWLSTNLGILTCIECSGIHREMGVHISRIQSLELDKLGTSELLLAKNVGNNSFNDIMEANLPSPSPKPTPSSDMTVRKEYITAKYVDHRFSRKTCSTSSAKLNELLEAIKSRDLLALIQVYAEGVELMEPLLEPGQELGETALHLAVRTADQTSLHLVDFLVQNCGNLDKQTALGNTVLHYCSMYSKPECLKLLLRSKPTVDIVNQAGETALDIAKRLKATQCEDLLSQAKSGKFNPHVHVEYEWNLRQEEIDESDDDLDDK
FXN GAA850 act: frataxin GAA850 promoter activation; AID 540364; activation, % at 6 µM; 0.56% of 360,000 active; HEK293 lucGAA850 FXN promoter luciferase reporter, 24 h; percent of 10 µM SAHA response;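 active = activation above the average of all compounds screened plus 3 SD, cutoff fixed separately per campaign, cut at about 7.5% in these data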;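 also: 0% = DMSO wells and 100% = 10 µM SAHA wells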
ADAM10 inh: ADAM10 inhibition, QFRET primary screen. O14672. recombinant ADAM10, EDANS/DABCYL FRET peptide cleavage, 3 h. inhibition, % at 7 µM. 0.62% of 370,000 active. AID 720582;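 active = inhibition above a per-campaign cutoff equal to the mean of compounds falling between control-based bounds plus 3 SD, cut at about 20% in these data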;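 also: 0% = DMSO wells while the 100% control is not disclosed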
NPR1 activator: GC-A (human) enzyme activation; activation, % at 10 µM; HEK293 GC-A cells, cGMP TR-FRET, EC30 ANP; 0% at EC30 ANP, 100% saturating ANP; P16066; 0.14% of 370,000 active; in the data active = activation above about 40%
sPLA2-III inh: Blocks human group III sPLA2 activity. Q9NZ20. QFRET BODIPY PC-A2 liposome hydrolysis, fluorescence. inhibition, % at 12.2 µM. 0.56% of 370,000 active. AID 743126;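 active = inhibition above mean plus 3 SD of compounds lying within the high and low control bounds, cut at about 19% in these data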;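 also: 0% = median of test compound wells and 100% = no enzyme DMSO wells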
NPR2 activator: GC-B (human) receptor activation. P20594. AID 1920062. HEK293-GC-B cells, CNP EC30, cGMP TR-FRET; 0% at EC30 CNP, 100% saturating CNP. activation, % at 10 µM. 0.11% of 370,000 active;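 active = activation at 10 µM reaching about 35% in either raw or pattern-adjusted values, limit read from the data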
Tn6 DDE FP: disrupts Tn6 cyclic peptide binding to fibrin D-Dimer-E complex. P02675. Fibrin DD(E) TRITC-Tn6 fluorescence polarization displacement. inhibition, % at 8.3 µM. 0.21% of 370,000 active;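 active = inhibition above a per-campaign cutoff: mean of compounds within control limits plus 3 SD, cut at about 15% in these data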;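 also: 0% = median of all compound wells on the plate and 100% = blocking peptide control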
Target sequence (P02675 whole entry, looked up): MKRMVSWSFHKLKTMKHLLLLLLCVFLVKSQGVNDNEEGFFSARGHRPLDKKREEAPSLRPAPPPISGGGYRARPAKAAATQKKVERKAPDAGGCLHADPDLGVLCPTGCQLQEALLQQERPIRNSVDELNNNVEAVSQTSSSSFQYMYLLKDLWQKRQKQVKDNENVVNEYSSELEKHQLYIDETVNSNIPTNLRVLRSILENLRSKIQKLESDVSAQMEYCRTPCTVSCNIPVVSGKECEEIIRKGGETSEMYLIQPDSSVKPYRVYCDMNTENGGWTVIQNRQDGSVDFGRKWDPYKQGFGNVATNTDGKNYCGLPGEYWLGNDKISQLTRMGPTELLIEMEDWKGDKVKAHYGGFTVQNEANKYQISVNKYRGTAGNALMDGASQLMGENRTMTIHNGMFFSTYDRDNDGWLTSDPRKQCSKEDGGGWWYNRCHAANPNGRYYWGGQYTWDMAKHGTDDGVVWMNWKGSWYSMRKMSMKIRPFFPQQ
Numbers without * were called inactive; i = inactive; · = not tested or not shown.

cpd	canonical_smiles	proKLK7 act	ARFGAP1 inhibitor	ADAM10 inh	Tn6 DDE FP	FXN GAA850 act	NPR2 activator	NPR1 activator	ASAP1 inh	rCAG binder	sPLA2-III inh
1	Cc1ccc(C)c(N2CCN(C(=O)c3ccc(Cl)c(NC4=NC5CS(=O)(=O)CC5S4)c3)CC2)c1 (stereo not drawn)	-0.3	6	5	1	1.0	-4	-1	4	3	-6
2	CC(NC(=O)c1ccccc1F)c1nnc(SCC(=O)NC2=NCCS2)n1C (stereo not drawn)	-0.1	7	-2	-7	2.4	-4	-1	-6	1	-2
3	C[C@H](NC(=O)c1nc[nH]c1C(=O)NCc1ccc(CNC(=O)OC(C)(C)C)cc1)C(=O)OC(C)(C)C	0.2	-4	11	6	1.1	9	3	1	-4	-18
4	CCCc1c(-c2cccc(Br)c2)ncn1Cc1cccc(-c2ccccc2)c1	0.6	-2	9	-1	·	-4	-4	14	4	-14
5	Cc1ccc(S(=O)(=O)NC(=O)c2ccccc2C)cc1	0.1	0	0	3	0.6	3	2	2	3	1
6	COc1ccccc1CNC(=O)C(=O)NCCC1CCCCN1S(=O)(=O)c1ccccc1 (stereo not drawn)	0.2	12	5	3	-1.0	4	-3	-8	-6	-12
7	CN(CC(=O)Nc1cccc(F)c1)C(=O)c1ccc(OCC2CCCO2)cc1 (stereo not drawn)	0.5	-5	-9	-2	-0.4	-3	3	3	-5	-5
8	COc1ccc(-c2noc(CCC(=O)N3CCN(c4ccccc4F)CC3)n2)cc1	0.1	-7	-18	3	-1.6	-7	0	12	0	10
9	C=CCOc1ccccc1CN1CCC(n2nccc2NC(=O)c2ccccc2)CC1	0.3	-10	-5	-6	-2.4	-8	-6	1	-7	-12
10	Cn1c(=O)n(CC(N)=O)c2ccccc21	0.1	5	6	-4	1.8	5	-1	1	1	2
11	CCCCOc1ccc(N2CC(C(=O)NCc3ccco3)CC2=O)cc1 (stereo not drawn)	-0.7	-11	1	2	-0.8	3	5	-5	-1	-10
12	COCCn1c(SCC(=O)Nc2ccccc2)nc2c1c(=O)[nH]c(=O)n2C	-0.9	-6	-2	-3	2.8	-8	-3	-3	2	4
13	c1ccc(C(CN2CCCCC2)Oc2ccccn2)cc1 (stereo not drawn)	1.2	-5	-14	6	-1.6	-10	-13	3	-1	-6
14	CCOc1ccccc1NC(=O)c1cc(S(=O)(=O)N2CCOCC2)ccc1C	0.9	-5	0	-1	-1.7	-1	-1	12	-2	-4
15	CCCCCn1c(SCC(=O)c2ccccc2)nc2cc(C(=O)NCc3ccco3)ccc2c1=O	0.2	14	-2	2	0.8	-6	4	8	-1	1
16	CN(C)CCN1CCN(C2CN(Cc3cn(Cc4ccc(C(F)(F)F)cc4)nn3)S(=O)(=O)C2)CC1 (stereo not drawn)	-0.4	-2	-1	8	·	2	2	8	2	-3
17	O=C(Nc1cccc2ncccc12)c1cc([N+](=O)[O-])ccc1Cl	0.2	0	1	-1	-2.2	4	3	-16	5	-2
18	CC(OC(=O)c1cc2sccc2n1C)C(=O)NCCc1ccccc1 (stereo not drawn)	0.4	-3	-4	-8	1.2	2	-2	12	-4	-5
19	CCc1nc2c(OCCn3cccc3)cccn2c1N(C)C(=O)c1ccco1	0.1	-6	-8	-12	0.3	-1	5	2	7	-5
20	CCN(CC(=O)Nc1c(F)cccc1F)C(=O)CSc1nc2ccccc2o1	0.2	1	-5	-4	-0.6	-2	-3	14	-2	3

2 records picked at random from the list so far, as already listed:
cpd	canonical_smiles	proKLK7 act	ARFGAP1 inhibitor	ADAM10 inh	Tn6 DDE FP	FXN GAA850 act	NPR2 activator	NPR1 activator	ASAP1 inh	rCAG binder	sPLA2-III inh
15	CCCCCn1c(SCC(=O)c2ccccc2)nc2cc(C(=O)NCc3ccco3)ccc2c1=O	0.2	14	-2	2	0.8	-6	4	8	-1	1
20	CCN(CC(=O)Nc1c(F)cccc1F)C(=O)CSc1nc2ccccc2o1	0.2	1	-5	-4	-0.6	-2	-3	14	-2	3

Remaining list, next part.
cpd	canonical_smiles	proKLK7 act	ARFGAP1 inhibitor	ADAM10 inh	Tn6 DDE FP	FXN GAA850 act	NPR2 activator	NPR1 activator	ASAP1 inh	rCAG binder	sPLA2-III inh
21	Fc1ccc(/C=N/n2c(-c3cccs3)n[nH]c2=S)cc1	-0.4	7	-14	2	0.5	4	-1	13	11	-5
22	CCOC(=O)c1cc2ccc(OC)c(OC)c2c(=O)s1	0.0	-2	-9	-2	0.9	-5	-1	0	5	-6
23	O=C(O)c1cnn(-c2nc(-c3cccc(F)c3)cs2)c1C(F)(F)F	1.0	12	-36	4	0.7	-4	0	16	5	-4
24	Cc1ccc(NC(=O)Cn2nc(-c3ccccc3)nc2-c2ccccc2)c(C)c1	-0.5	8	1	1	2.2	2	7	11	1	-4
25	CC(=O)/C(N=Nc1cc2c(c([N+](=O)[O-])c1C)C(C)(C)CC2(C)C)=C(\C)O	0.3	-6	4	1	1.7	-2	1	3	-1	1
26	COc1ccc(C(=O)NN/C(C)=C/C(=O)C(F)(F)C(F)(F)C(F)(F)F)cc1	0.0	-10	-4	3	-0.6	3	5	1	7	1
27	Cc1ccc(NC(=O)NCC2CCN(Cc3cccc(Cl)c3)CC2)c(Cl)c1	-0.3	4	4	5	-1.0	-6	0	-12	-8	-4
28	CCOC(=O)c1sc(-c2ccc(C)cc2)c(C#N)c1C	0.0	6	-24	5	1.2	-3	-3	0	2	0
29	COc1ccc(NC(=O)N2CCC(Cc3ccccc3)CC2)cc1	-0.1	2	2	12	0.2	0	-1	-1	-6	-4
30	Cc1ccc(CCNC(=O)C23C[C@H]4C[C@@H](C2)CC(n2nnc(C)n2)(C4)C3)cc1	0.3	4	4	0	1.6	-1	0	-5	-2	5
31	CC(=O)Nc1ccc(S(=O)(=O)Nc2ccc(-n3cnnn3)cc2)cc1	-0.5	4	-1	-1	0.1	5	2	-9	1	0
32	CC1CCN(CC(=O)N2CCCc3c2c(=O)oc2ccc(OCc4ccccc4)cc32)CC1	-1.1	1	-20	2	0.4	-6	-4	-1	3	8
33	COc1ccccc1NC(=S)NC(=O)CCCOc1ccc(Cl)cc1Cl	0.2	22	3	2	3.0	-2	-3	11	0	1
34	COC(=O)c1ccc(N2CCN(S(=O)(=O)c3c(C)cc(C)cc3C)CC2)c([N+](=O)[O-])c1	0.8	-11	-4	1	2.5	4	-3	7	0	3
35	CC1(C(=O)NCc2ccccc2)CSCC(=O)N1Cc1cccc(C(F)(F)F)c1 (stereo not drawn)	-0.6	11	-6	-1	·	-4	-1	4	2	7
36	CCNS(=O)(=O)c1ccc(NC(=O)c2cc(C(F)(F)F)nn2C)cc1	-0.7	9	3	1	-0.4	-5	-6	5	-2	-13
37	CNc1ccc2ncc(-c3cccc(C(=O)N(C)C)c3)n2n1	42*	-1	i	-9	-5.3	-6	3	-8	0	14
38	CC(C)=CCC/C(C)=C/C=N/NC(=O)c1ccc([N+](=O)[O-])cc1	0.0	-7	-3	6	-1.3	-5	-3	5	0	11
39	CC(C)[C@@H]1CC[C@@H](C)C[C@H]1O	0.6	-15	-4	-2	-2.1	1	0	3	2	-5
40	O=C(CNC(=O)C12CC3CC(CC(C3)C1)C2)OCC(=O)N1CCCCC1	-0.3	6	-10	1	-0.6	-3	4	13	-5	2
41	Nc1ccccc1Oc1ccc2ccccc2c1	-0.1	1	7	4	1.4	6	2	10	2	0
42	Cc1cccc(-c2cnn(-c3ccccc3)c2N)c1	0.1	-4	1	2	1.6	6	1	5	-5	12
43	COc1cc(/C=N/NC(=O)c2ccc([N+](=O)[O-])cc2Cl)cc(Br)c1O	-0.2	-4	4	10	2.8	-6	-1	10	0	7
44	CC1(C(=O)NCc2ccc(Cl)c(Cl)c2)Oc2cccnc2NC1=O (stereo not drawn)	0.5	-4	1	1	0.2	-1	-5	4	-3	3
45	CSc1ccc2nnc(-c3cccc(F)c3)n2n1	0.2	8	-27	-3	1.9	-7	4	-17	4	-7
46	CC1CCC2(CC1)NC(=O)N(CC(=O)N1CCN(S(=O)(=O)c3ccccc3)CC1)C2=O (stereo not drawn)	-0.4	-5	2	1	0.4	-1	-2	-5	-2	-4
47	Cc1cccc(CN2CCN(C3CN(Cc4cn(Cc5ccc(Cl)cc5)nn4)S(=O)(=O)C3)CC2)c1 (stereo not drawn)	0.0	11	-10	-4	·	-9	-16	-3	1	2
48	CN(C)CCCNc1cc(C(C)(C)C)nc2c(-c3ccccc3)cnn12	-12	6	-54	2	2.5	-5	0	-9	0	-6
49	CCC(C)(C)NC(=O)C(c1ccco1)N(C(=O)c1csnn1)c1cccc(F)c1 (stereo not drawn)	-0.2	-4	-7	-5	0.8	2	2	-5	-7	2
50	CC1(C)C[C@H]2C3=CCC4[C@@]5(C)CC[C@H](O[C@@H]6O[C@H](C(=O)O)[C@@H](O)[C@H](O)[C@H]6O)[C@@](C)(CO)C5CC[C@@]4(C)[C@]3(C)C[C@H](O)[C@@]2(CO)[C@@H](O)[C@@H]1O (stereo partly drawn)	-0.6	9	1	-5	0.1	4	1	-4	9	7
51	CCN(c1ccccc1)S(=O)(=O)c1cccc(C(=O)NCCN2CCOCC2)c1	0.1	3	-5	3	1.3	0	0	-5	0	-5
52	Cc1ccc(C2(c3noc(CN(C)CCO)n3)CCCC2)cc1	-0.6	-4	3	-2	0.0	-3	-4	8	-5	-2
53	CCCc1c(-c2cccc(Cl)c2)ncn1Cc1cccc(-c2ccccc2)c1	-0.3	-2	0	0	·	2	-4	3	3	-14
54	O=C(CSc1nnc(-c2cnccn2)n1Cc1ccco1)c1ccccc1	-0.1	1	2	5	2.1	-6	-3	2	7	-32
55	O=C(Nc1cccc(F)c1)C1CCN(C(=O)c2ccccc2Cl)CC1	-0.3	7	1	4	0.1	-5	-1	10	-5	-7
56	NC(=O)Nc1ccc(C(=O)OCC(=O)NC2CCCCC2)cc1	-0.2	-2	0	1	4.2	1	4	-1	0	1
57	CCC1(C)Cc2c(sc3[nH]c(=S)[nH]c(=S)c23)CO1 (stereo not drawn)	0.1	11	-10	-7	-0.3	-7	2	-2	3	8
58	Cc1cc(C)cc(C(=O)N2CC(=O)Nc3ccccc32)c1	-0.7	-8	-16	-6	-0.6	-4	-7	-8	4	10
59	O=C(NCCc1ccccc1)c1ccccc1SCC(=O)N1CCCC1	0.1	12	-12	-1	4.4	-5	-3	11	-8	13
60	Cc1cc(C(=O)CSc2nc(N)cc(N)n2)c(C)n1C1CC1	0.3	0	-5	-15	1.6	-1	-1	4	6	-8
61	C=CCOc1ccc(/C(O)=C2/C(=O)C(=O)N(CCCn3ccnc3)C2c2ccco2)cc1 (stereo not drawn)	0.1	0	-7	0	3.2	-5	-2	5	1	-2
62	CN1CCN(C(=O)CN(c2ccccc2)S(=O)(=O)N(C)C)CC1	0.1	0	-3	4	·	3	2	3	-2	4
63	COc1ccc(C(=O)C2CCCN(C(=O)c3ccc4cc[nH]c4c3)C2)c(C)c1 (stereo not drawn)	0.2	4	3	-1	1.9	0	-3	-6	-3	-16
64	Cc1ccc(CN2CCN(CC(=O)NC(C)c3ccc4c(c3)OCCO4)C2=O)cc1 (stereo not drawn)	0.0	14	-3	-7	-0.3	0	0	19	-2	8
65	COc1ccc(/C=N/Nc2cc(N3CCOCC3)nc(C)n2)c(OC)c1	0.3	4	10	8	3.0	-3	2	16	-6	0

High-throughput results: PubChem BioAssay, several laboratories
